Bioassay records: PubChem BioAssay, several laboratories
PKA-R2B act = activators of human PKA-R2B complex | PKA-R2B holoenzyme dissociation, Cy5-IP20 fluorescence polarization; R2B truncated from residue 108, S112A mutant; 0% DMSO only, 100% 113 µM cGMP | activation, % at 11.4 µM | actives 0.079% (n = 340,000) | AID 504700;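 active = activation above a cutoff set at the mean over all compounds plus 3 SD, cut at about 18% in these data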;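 also: higher means more holoenzyme dissociation and a rise in polarization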
Target sequence (P31323 whole entry, looked up, other chains not shown, the tested form may be a part): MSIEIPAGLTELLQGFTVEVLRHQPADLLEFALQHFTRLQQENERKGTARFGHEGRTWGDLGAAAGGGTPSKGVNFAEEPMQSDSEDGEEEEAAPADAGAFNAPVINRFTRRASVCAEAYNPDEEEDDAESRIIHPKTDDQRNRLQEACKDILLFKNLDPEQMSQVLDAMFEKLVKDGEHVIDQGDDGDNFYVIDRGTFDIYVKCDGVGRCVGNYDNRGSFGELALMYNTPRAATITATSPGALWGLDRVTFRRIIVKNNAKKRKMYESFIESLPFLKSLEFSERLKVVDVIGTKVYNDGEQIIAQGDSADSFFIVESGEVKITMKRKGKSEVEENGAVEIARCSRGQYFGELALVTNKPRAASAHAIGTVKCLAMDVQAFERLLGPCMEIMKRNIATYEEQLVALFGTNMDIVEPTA
SR-BI DiI-HDL act = SR-BI HDL lipid transfer activation; activation, % at 12.5 µM; actives 0.096% (n = 320,000); CHO ldlA[mSR-BI] cells, DiI-HDL uptake fluorescence, 3 h; 100 = double the neutral-control signal; AID 504775;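 active = mean replicate activation of at least 60% and every replicate at or above 60%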;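 also: 0% = median plate neutral-control signal and 100% = twice that signal; values of inactives mirror those of a sister screen read the other way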
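Assay system: CHO ldlA[mSR-BI] cells, LDL receptor-null, SR-BI overexpressing; medium: Ham's F12 with 0.5% BSA, HEPES 25 mM, pH 7.4; also added: DiI-HDL 10 µg/mL; timing: 3 h uptake period with compound, 37 °C; signal: DiI fluorescence, bottom read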
RTF Ca sens inh = cardiac RTF calcium desensitization; P19429+P45379; IANBD-labeled cardiac RTF, Ca2+ fluorescence; inhibition, % at 7.15 µM; actives 0.12% (n = 340,000); AID 493244;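 active = inhibition above the mean inhibition of all tested compounds plus 3 SD, cut at about 17% in these data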;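 also: assay run at fixed EC70 calcium of 1.6 mM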
CAL PDZ FP-1 = human CAL PDZ-peptide interaction inhibition; AID 504414; actives 0.02% (n = 330,000); inhibition, % at 20 µM; purified CAL PDZ, TMR-peptide fluorescence polarization, 1 h; Q9HD26;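 active = highest replicate inhibition of at least 40%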;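 also: plate controls were DMSO neutral control wells for no effect and unlabeled competitor peptide control wells for full effect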
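Assay system – tagged CAL PDZ protein CerCALP, purified · Timing – 1 h at RT · Compound – single point, 20 µM · Measured by – fluorescence polarization from S- and P-plane intensities, G-factor corrected · Evaluation – inhibition from polarization loss · Probe or stimulus – TMR reporter peptide T*-PRC34 · Buffer or medium – pH 7.4 phosphate-saline buffer, reducing agent, detergent, IgG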
LANA DNA inh = KSHV C-LANA DNA binding inhibition. MBP-C-LANA/FAM-LBS DNA binding, fluorescence polarization. inhibition, % at 9 µM. actives 0.078% (n = 340,000). AID 504423;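 active = highest replicate inhibition at or above 60% at 9 µM, even if other replicates fall short; inactive = all replicates below 60% inhibition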;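 also: 0% = neutral control wells and 100% = 4 µM acridine orange control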
CAL PDZ FP-2 = blocks peptide binding to the human CAL PDZ domain; Q9HD26; purified CAL PDZ, TMR-peptide fluorescence polarization, 1 h; inhibition, % at 24.9 µM; actives 0.92% (n = 300,000); AID 602252;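 active = mean inhibition of at least 30% with at least half of replicates also reaching 30%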;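 also: 0% = DMSO neutral control and 100% = excess unlabeled competitor peptide PRC23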
Rtt109 HAT inh = blocks Candida albicans Rtt109/Vps75 acetyltransferase activity. Q5AAJ8. purified Rtt109/Vps75, ThioGlo CoA-SH fluorescence, 4 h. inhibition, % at 34.9 µM. actives 0.16% (n = 330,000). AID 540336;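 active = inhibition of at least 50% in every replicate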
RTF Ca sens act = cardiac RTF calcium sensitization; activation, % at 7.2 µM; AID 493008; actives 0.24% (n = 340,000); IANBD-labeled TnC RTF fluorescence at EC20 calcium; 0% EC20 calcium, 100% full calcium; P19429+P45379;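 active = activation above the mean over all tested compounds plus 3 SD, cut at about 30% in these data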;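 also: rise in fluorescence read as greater calcium sensitivity of cardiac thin filaments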
DAGLB inh = blocks human DAGLB lipase activity; actives 0.059% (n = 340,000); inhibition, % at 5.17 µM; HEK293T DAGLB membrane lysate, EnzChek fluorogenic substrate; Q8NCG7; in the data active = inhibition above about 34%;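 also: 0% = enzyme with vehicle and 100% = wells lacking enzyme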
Keap1 Nrf2 FP = Keap1-Nrf2 (human) interaction inhibition; Q14145; Keap1 Kelch-Nrf2 peptide fluorescence polarization, 1536-well; inhibition, % at 9.4 µM; actives 0.15% (n = 340,000); AID 504523; in the data active = inhibition above about 12%;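 also: human Keap1 Kelch domain with fluorescein labeled Nrf2 9mer peptide probe; 0% = neutral control wells and 100% = peptide positive control; higher means more block of Keap1 binding to Nrf2 peptide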
Target sequence (Q14145 whole entry, looked up, the tested form may be a part): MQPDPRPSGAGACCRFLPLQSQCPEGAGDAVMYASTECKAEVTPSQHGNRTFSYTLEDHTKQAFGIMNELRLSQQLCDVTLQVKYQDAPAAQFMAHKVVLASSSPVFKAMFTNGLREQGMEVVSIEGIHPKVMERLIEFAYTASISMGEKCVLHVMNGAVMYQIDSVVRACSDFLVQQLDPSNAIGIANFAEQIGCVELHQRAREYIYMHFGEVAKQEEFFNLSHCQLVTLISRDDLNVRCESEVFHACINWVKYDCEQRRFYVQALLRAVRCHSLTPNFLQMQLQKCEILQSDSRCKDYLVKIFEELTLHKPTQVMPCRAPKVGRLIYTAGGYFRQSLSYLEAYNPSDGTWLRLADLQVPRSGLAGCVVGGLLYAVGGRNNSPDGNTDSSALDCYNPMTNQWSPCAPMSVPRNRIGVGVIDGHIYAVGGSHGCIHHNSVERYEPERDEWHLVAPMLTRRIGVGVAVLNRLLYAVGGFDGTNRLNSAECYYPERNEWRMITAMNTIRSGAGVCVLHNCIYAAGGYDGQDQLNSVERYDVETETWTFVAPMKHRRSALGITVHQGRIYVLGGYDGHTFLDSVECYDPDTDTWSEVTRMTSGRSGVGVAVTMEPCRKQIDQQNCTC
Starred values were filed as active, the others as inactive; / = no result given.

SMILES | PKA-R2B act | SR-BI DiI-HDL act | RTF Ca sens inh | CAL PDZ FP-1 | LANA DNA inh | CAL PDZ FP-2 | Rtt109 HAT inh | RTF Ca sens act | DAGLB inh | Keap1 Nrf2 FP
CCOc1ccc(NS(=O)(=O)c2ccc3[nH]cc(C(=O)NCCOC)c(=O)c3c2)cc1 | -3 | 19 | 0 | -1.0 | 0.6 | 0 | -2 | 4 | 3 | 2
COC(=O)C(C)N1CCC(=O)c2ccccc2S1(=O)=O (centres undefined) | -9 | 7 | -9 | -0.3 | -0.9 | 4 | 2 | 10 | -1 | -4
CCOC(=O)c1cnc2c([N+](=O)[O-])cnn2c1C | 3 | 23 | 7 | -2.4 | -1.2 | -4 | 0 | 1 | 0 | -2
COc1ccc(NC(=O)CN(C)C(=O)c2ccc(N3CCCC3)c([N+](=O)[O-])c2)cc1 | 7 | -4 | 0 | -1.7 | -0.3 | -5 | 8 | 4 | 6 | 2
CCOC(=O)c1c(NC(=O)c2cccc(N3C(=O)CCC3=O)c2)sc(C)c1C | -4 | -27 | -3 | 0.6 | 0.9 | -2 | -6 | -2 | 4 | 6
CCOC(=O)C1CCN(CC(O)COCc2ccc(Cl)cc2)CC1 (centres undefined) | -4 | 20 | 1 | -2.4 | -1.2 | -1 | 6 | -6 | -3 | 0
CC1CN(CCOc2ccccc2-c2ccccc2)CC(C)O1 (centres undefined) | -12 | 8 | -4 | 0.1 | -0.5 | -1 | 1 | 1 | -4 | -2
Cc1ccc(-c2nnc(CCC(=O)NCc3csc(C)n3)o2)s1 | -13 | / | 4 | -3.1 | 1.1 | 0 | 27 | -4 | -1 | 4
Cc1ccc(S(=O)(=O)N2[C@@H](c3ccc(Br)cc3)C(C(=O)O)=CC[C@H]2c2ccc(Cl)cc2)cc1 | 8 | 17 | -7 | -1.1 | 0.6 | -5 | 3 | 1 | 3 | 1
Cc1nn(Cc2ccccc2Cl)c(Cl)c1/C=C/C(=O)OCC(=O)NC(N)=O | -3 | 15 | -6 | 0.5 | -0.9 | 1 | 5 | -6 | -1 | 0
Cn1cc(S(=O)(=O)Nc2ccc(F)c(Cl)c2)c(=O)n(C)c1=O | -7 | 19 | -4 | 0.4 | -2.0 | / | -5 | 2 | 0 | 2
O=C(NCc1ccccn1)c1ccc(OC2CCN(Cc3ccc(Cl)s3)CC2)cc1 | 8 | 4 | -11 | -0.9 | -0.1 | -23 | -10 | 2 | -2 | -4
CN(C)CCP(=O)(c1ccccc1)c1ccccc1 | 1 | 0 | 1 | -3.2 | -0.1 | 0 | -3 | 5 | 0 | -4
O=C(COC(=O)c1ccc([N+](=O)[O-])o1)NC1CCCc2ccccc21 (centres undefined) | 0 | 3 | -6 | -0.3 | 0.9 | / | 2 | -2 | -2 | 2
COc1cc(NC(=O)c2n[nH]c(=O)c3ccccc23)cc(OC)c1 | -7 | 16 | -2 | 0.4 | 1.3 | -9 | -12 | 7 | 2 | -2
CCOC(=O)C(C)Sc1nnc(CSc2nc3nc(C)cc(C)n3n2)o1 (centres undefined) | -8 | 13 | 4 | 1.2 | -0.4 | 5 | 1 | 11 | 2 | -4
O=C(Cc1ccc(Br)cc1)NCc1ccccc1 | -2 | 10 | 0 | / | 3.3 | -4 | 4 | 1 | -3 | -6
O=C(Nc1cccc(C(F)(F)F)c1)Oc1ccc(Cl)c2cccnc12 | -5 | 0 | -6 | -1.4 | -2.2 | 35* | -13 | 2 | 1 | 0
COc1ccc(S(=O)(=O)Nc2cccc3c2O[C@H](CN(C)C(=O)Nc2ccccc2)[C@@H](C)CN([C@H](C)CO)C3=O)cc1 | -1 | -6 | 3 | -0.1 | -0.1 | -7 | 2 | -5 | -2 | 4
COCCNC(=S)N(CCc1c(C)[nH]c2ccc(Cl)cc12)Cc1cccnc1 | 7 | -17 | -11 | -0.6 | -2.1 | 2 | -2 | -1 | 0 | -3

Filtered by structure, the compounds so far with fluorine (two)
SMILES | PKA-R2B act | SR-BI DiI-HDL act | RTF Ca sens inh | CAL PDZ FP-1 | LANA DNA inh | CAL PDZ FP-2 | Rtt109 HAT inh | RTF Ca sens act | DAGLB inh | Keap1 Nrf2 FP
Cn1cc(S(=O)(=O)Nc2ccc(F)c(Cl)c2)c(=O)n(C)c1=O | -7 | 19 | -4 | 0.4 | -2.0 | / | -5 | 2 | 0 | 2
O=C(Nc1cccc(C(F)(F)F)c1)Oc1ccc(Cl)c2cccnc12 | -5 | 0 | -6 | -1.4 | -2.2 | 35* | -13 | 2 | 1 | 0

Next part.
SMILES | PKA-R2B act | SR-BI DiI-HDL act | RTF Ca sens inh | CAL PDZ FP-1 | LANA DNA inh | CAL PDZ FP-2 | Rtt109 HAT inh | RTF Ca sens act | DAGLB inh | Keap1 Nrf2 FP
c1ccc(-c2nnsc2-c2ccccc2)cc1 | -9 | -20 | -7 | 0.6 | 0.5 | -4 | 0 | 0 | -8 | -1
COc1cccc2c(=O)n(CC(=O)Nc3ccccc3F)ccc12 | -2 | -10 | -11 | -1.5 | 0.0 | / | 7 | 1 | 0 | -9
Cc1ccc(C(=O)N2CCCC2)cc1S(=O)(=O)Nc1cccc(C)c1C | -3 | -16 | 0 | -0.2 | -2.5 | -1 | 3 | 0 | -1 | 2
CC(C)c1cc(=O)n2[nH]c(SCc3ccccc3Cl)nc2n1 | 4 | 13 | -1 | 0.4 | 0.4 | 0 | -1 | -1 | 5 | 0
CCOC(=O)C1CCN(C(=O)c2oc3ccc(S(=O)(=O)N4CCCCCC4)cc3c2C)CC1 | -9 | -10 | 0 | -1.0 | 0.9 | -5 | 10 | 0 | -8 | -4
COC(=O)c1ccc(N2CN=C(c3ccc(C)cc3)NC2=S)cc1 | -6 | -2 | -5 | -2.7 | -0.8 | -1 | / | -7 | -4 | -2
CC1Sc2ccc(S(=O)(=O)CCC(=O)NCc3cccs3)cc2NC1=O (centres undefined) | -10 | 5 | -3 | -1.6 | 2.6 | 0 | -3 | -2 | 0 | 1
CC(=O)Nc1cccc(-c2csc(Nc3ccc(Cl)cn3)n2)c1 | -5 | -60 | 1 | -2.1 | -1.0 | 0 | -8 | -4 | 1 | -2
COc1ccc(Br)cc1CNc1ccc2[nH]c(=O)[nH]c2c1 | 5 | 3 | -7 | -1.0 | 0.0 | 67* | 0 | -2 | 3 | -7
Cc1cccn2c(=O)c3cc(C(=O)NC4CCCCC4C)n(C)c3nc12 (centres undefined) | -4 | -10 | 4 | -0.8 | 0.8 | 3 | -9 | -4 | 0 | -1
CSc1sccc1/C=C(/C#N)C(=O)c1ccco1 | -12 | 9 | 3 | -0.9 | 2.5 | 5 | -12 | -8 | 15 | -6
c1ccc(Oc2nc3ccccc3n3cccc23)cc1 | 0 | -10 | 2 | / | 2.2 | -1 | -1 | -8 | -7 | -3
CCCN(C(=O)c1ccco1)c1nnc(-c2cccc(C)c2)s1 | -9 | -46 | -12 | -2.0 | 0.1 | -3 | -3 | -4 | -10 | -2
COc1ccccc1/C=N/NC(=O)c1ccc(Br)cc1 | 9 | -45 | -2 | -3.5 | -1.6 | -2 | 1 | -4 | -2 | -9
Cc1cccc(N2CCN(C(c3ccncc3)c3nnnn3C(C)(C)C)CC2)c1C (centres undefined) | -5 | -57 | 0 | 0.1 | 0.2 | -5 | 2 | -1 | -1 | 0
COc1ccc(C2/C(=C(/O)c3ccc(Br)cc3)C(=O)C(=O)N2C)cc1 (centres undefined) | 0 | 26 | -10 | -1.2 | -0.5 | 0 | -10 | 2 | 2 | 3
O=C(NN1CCOCC1)c1ccc([N+](=O)[O-])cc1 | 0 | 10 | -6 | 0.4 | 0.6 | -2 | -1 | -6 | 0 | -5
CC(C)(C)c1cc(NC(=O)c2cc(F)c(F)c(F)c2F)no1 | -5 | 13 | -2 | 0.1 | -3.5 | -1 | -5 | 1 | -2 | -3
CCN(CC)c1ccc(/C=N/NC(=S)NCc2ccco2)cc1 | -1 | 14 | 2 | -1.5 | 0.5 | -2 | -1 | -2 | 0 | -2
CCOC(=O)c1c(C)oc2c1cc(NS(=O)(=O)c1ccc(C(=O)O)cc1)c1ccccc12 | 15 | 4 | -15 | -4.1 | -0.9 | -6 | 12 | 6 | 3 | 8
Cc1ccc(S(=O)(=O)c2c(O)c3ccc(C(=O)O)cc3[nH]c2=O)cc1 | 4 | 6 | -4 | 0.6 | -0.3 | 0 | -5 | 1 | 2 | -1
Cn1c(SCC(=O)Nc2ccc3c(c2)OCO3)nnc1C(F)(F)F | 1 | 9 | -2 | -0.1 | -1.7 | 3 | 2 | -2 | 2 | -1
Cc1ccccc1C(=O)N1CCC(n2nccc2NC(=O)C2CC2)CC1 | 4 | 24 | -6 | -0.5 | 0.6 | 2 | 1 | -3 | -3 | 1
CC(=O)Nc1ccc(/C(C)=N/NC(=O)c2ccncc2)cc1 | -1 | 9 | -7 | -1.6 | -2.4 | 0 | -1 | 5 | -1 | -1
CSc1cccc(NC(=S)N(CCCN2CCCC2)Cc2cccs2)c1 | -19 | -17 | -4 | -0.8 | -0.1 | -6 | -2 | 7 | 0 | -1
O=C(NC1CCCc2ccccc21)c1n[nH]c(=O)c2ccccc12 (centres undefined) | -1 | -6 | 5 | -0.1 | -2.7 | -11 | -3 | -7 | 2 | -2
COc1ccc(N2CC(NS(=O)(=O)c3ccc4ccccc4c3)CC2=O)cc1OC (centres undefined) | -9 | 28 | 6 | -0.9 | -2.1 | / | 4 | -12 | 1 | 0
CCOC(=O)N1CCC(NC(=O)c2cnn3ccccc23)CC1 | 6 | 10 | -13 | -0.7 | 0.2 | / | -4 | 0 | -5 | -2
COc1cc(CNCCc2c[nH]c3ccccc23)ccc1OCc1ccc(F)cc1 | -12 | -6 | 12 | -1.7 | -1.4 | -3 | 18 | -6 | 8 | 2
CCOC(=O)C1(Cc2ccc(OC)cc2)CCN(C(=O)Cn2cnnn2)CC1 | -15 | 18 | 3 | -2.3 | 1.1 | -4 | 2 | 0 | 1 | -6
CCN(CC(=O)Nc1c(F)cccc1F)C(=O)CCc1nc2ccccc2c(=O)[nH]1 | 0 | -7 | -11 | -1.6 | 0.1 | 0 | -1 | -5 | 1 | 1
O=C(N/C(=C/c1ccccc1)C(=O)N1CCCCC1)c1ccccc1 | -4 | 7 | 4 | -0.1 | -0.4 | / | -4 | -2 | 2 | -2
Cc1ccc(N(C)C(=O)c2cc(S(=O)(=O)N3CCCCC3)c[nH]2)cc1 | 8 | 15 | -7 | -0.7 | 0.5 | / | 1 | 3 | 1 | 7
COc1ccccc1NS(=O)(=O)c1ccc(NC(=O)Cc2cccs2)cc1 | -5 | -12 | -10 | -1.7 | -1.0 | 6 | 0 | 6 | -4 | 4

Three entries out of the list above, sorted by their value in CAL PDZ FP-1, descending:
compound | CAL PDZ FP-1
Cc1ccccc1C(=O)N1CCC(n2nccc2NC(=O)C2CC2)CC1 | -0.5
CSc1cccc(NC(=S)N(CCCN2CCCC2)Cc2cccs2)c1 | -0.8
CCN(CC(=O)Nc1c(F)cccc1F)C(=O)CCc1nc2ccccc2c(=O)[nH]1 | -1.6

Random draw from the library. Share with any hit: about 1.6%.
